FLuc inh counter: firefly luciferase enzyme inhibitors, primary screen, artefact control for luciferase-based inhibitor screens, biochemical, luminescence, ATPLite. 10 min. inhibition, % at 10 µM. 200,000 compounds, 1.5% hits. AID 1006, 2008;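 active means inhibition above about 50% when tested at 10 µM, limit read from the data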
Target sequence (P08659 whole entry, looked up): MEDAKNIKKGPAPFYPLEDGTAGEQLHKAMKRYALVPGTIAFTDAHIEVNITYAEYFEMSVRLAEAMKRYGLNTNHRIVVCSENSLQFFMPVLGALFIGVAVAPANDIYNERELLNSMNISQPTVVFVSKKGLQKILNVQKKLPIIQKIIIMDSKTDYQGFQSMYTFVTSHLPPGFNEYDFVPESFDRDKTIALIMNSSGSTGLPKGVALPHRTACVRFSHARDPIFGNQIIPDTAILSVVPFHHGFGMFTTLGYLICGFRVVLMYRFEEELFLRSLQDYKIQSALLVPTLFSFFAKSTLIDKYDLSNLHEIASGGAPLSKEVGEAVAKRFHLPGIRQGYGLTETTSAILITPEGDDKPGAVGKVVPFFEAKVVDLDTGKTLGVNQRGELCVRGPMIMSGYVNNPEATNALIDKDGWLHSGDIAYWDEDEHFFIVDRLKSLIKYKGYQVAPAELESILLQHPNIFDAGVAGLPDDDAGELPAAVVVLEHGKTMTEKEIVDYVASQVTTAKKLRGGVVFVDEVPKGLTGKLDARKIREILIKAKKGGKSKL
FLuc stim CS: FLuc activators, initial screening, artefact control for FLuc-dependent activation tests, biochemical, ATPlite luminescence; Luciferin 4-monooxygenase (Photinus pyralis), P08659; ATPlite luciferase biochemical, 10 min; 0 = ATP-free wells, 1 = DMSO control; activation factor at 10 µM; 200,000 tested, under 10 active;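 active means luciferase activation factor, scaled between plate controls, of at least 2 with compound at 10 µM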
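assay system = Luciferase/luciferin detection reagent, cell-free biochemical luciferase assay | also added = ATP substrate | times = 10 min post-reagent at room temperature | measured by = luminescence from luciferase reaction | measure = luciferase activation, seen as luminescence increase over controls | benchmarks = low control with PBS replacing ATP, high control enzyme plus ATP without compound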
STAT1 activator: STAT1 signaling activators, primary screen, cell-based, HTS, luciferase reporter; NIH 3T3 STAT1-luciferase reporter, IFN-gamma, luminescence; 100% = IFN-gamma alone, no compound; activation (% of control), % at 5.5 µM; 200,000 compounds, 2.6% hits; AID 932, 2007;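 active means activation above the screen-wide mean activation plus 3 SD, cut at about 130% in these data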;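 further: raw ratio to IFN-gamma control signal so 100% means no change and 0% no light; values of inactives mirror those of a sister screen read the other way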
HMGR II inh: inhibitors of E. faecalis class II HMGR, primary screen, biochemical, Enterococcus faecalis. purified E. faecalis HMGR, NADPH absorbance 340 nm kinetic. HMG-CoA reductase (Enterococcus faecalis, mvaE). inhibition, % at 10 µM. AID 1066, 2008. 190,000 compounds, 0.41% hits;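 active means inhibition above a set limit, the median over all tested compounds plus 3 SD, cut at about 9.5% in these data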;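 further: enzyme runs in reverse so mevalonate oxidation gives rising NADPH absorbance; 0% = complete reaction with DMSO and 100% = background rate lacking mevalonate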
Hsp70 act: Hsp70 transcriptional activators, primary screen, cell-based, HeLa, Hsp70 promoter luciferase, luminescence, 10 µM | HeLa Hsp70 promoter luciferase reporter; scaled: vehicle 0, proteasome-inhibitor control 100% | 200,000 compounds, 0.04% hits | activation, % at 10 µM;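 active means activation above the mean across all tested compounds plus 3 SD, cutoff set per campaign, cut at about 5.5% in these data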;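 further: 100% = MG132 at 30 µM as the positive control and 0% = DMSO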
APP 5'UTR act: activators of APP 5'UTR luciferase reporter, primary screen, SH-SY5Y cells; SH-SY5Y APP 5'UTR luciferase reporter, luminescence; zero percent = DMSO vehicle wells; activation, % at 2 µM; 190,000 compounds, 1% hits;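 active means activation above a set limit, based on mean plus 3 SD of controls, cut at about 140% in these data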; further: values of inactives mirror those of a sister screen read the other way
APP transl inh: inhibitors of APP translation via 5'UTR reporter, primary screen, APP 5'UTR luciferase, SH-SY5Y cells; SH-SY5Y APP 5'UTR-luciferase reporter, luminescence; inhibition, % at 2 µM; 190,000 compounds, 0.82% hits; AID 1285, 2008;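 active means inhibition above a set limit, derived from the sample mean plus 3 SD, cut at about 45% in these data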; further: values of inactives mirror those of a sister screen read the other way
G6PDH CS: L. mesenteroides G6PDH inhibitors, counter-screen for G6PDH-coupled screening assays, biochemical, Leuconostoc mesenteroides enzyme; 200,000 compounds, 0.12% hits; Purified L. mesenteroides G6PDH, diaphorase/resazurin coupled fluorescence, 45 min; AID 1020, 2008; inhibition, % at 5 µM; glucose-6-phosphate dehydrogenase [Leuconostoc mesenteroides]; in the data active means inhibition above about 50%
Redox H2O2 prof: compounds producing H2O2 with reducing agent – biochemical, NIH compound library profiling, artefact control for MLSCN library redox annotation, primary screen; DTT-dependent redox cycling H2O2, phenol red/HRP absorbance; 100% = 100 µM peroxide control, 0% = buffer; activation, % at 10 µM; 200,000 compounds, 0.03% hits; AID 878, 2007;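 active means activation of at least 50% relative to the plate's high and low controls in the primary single-dose screen; inactive means activation below 50%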;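 further: compound incubated with DTT at 0.8 mM final as the reducing agent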
NF-kB expr up: activators of NF-kB expression in neurons, primary screen, cell-based, HTS | fold change at 12.5 µM | 190,000 compounds, 1.6% hits | human neuronal cells, NF-kB reporter expression; hits give high values | AID 1239, 2008; in the data active means fold change above about 3.3
Active calls of the source: *; . = not tested or not shown. This is a subset; rates above refer to the full screens.

(1) NS(=O)(=O)c1cc2c(cc1C(F)(F)F)NC(Cc1ccccc1)NS2(=O)=O (stereo unspecified)
(2) c1ccc2c(CC3=NCCN3)cccc2c1
(3) CN1CCC(=C2c3ccccc3CCc3sccc32)CC1
(4) O=C1N(c2ccccc2)c2ccccc2C1(Cc1ccncc1)Cc1ccncc1
(5) C[C@]12CC[C@H]3[C@@H](CCC4=CC(=O)CC[C@@]43C)[C@@H]1CC[C@@H]2C(=O)CO
(6) CC(=O)[C@H]1CC[C@H]2[C@@H]3C[C@H](C)C4=CC(=O)CC[C@]4(C)[C@H]3[C@@H](O)C[C@]12C
assay / compound,1,2,3,4,5,6
FLuc inh counter,-8,-5,2,-6,2,-8
FLuc stim CS,1.1,1,1,1.1,1,1.1
STAT1 activator,97,90,.,.,98,110
HMGR II inh,-1,7,4,6,-2,-5
Hsp70 act,-0.2,-0.3,0.7,0.1,-0.4,-0.3
APP 5'UTR act,0,1,.,.,26,40
APP transl inh,0,-1,.,.,-26,-40
G6PDH CS,11,18,12,0,23,10
Redox H2O2 prof,0.5,0.3,.,.,0.2,0.7
NF-kB expr up,1.2,1.5,.,.,0.6,0.36

(7) COc1ccccc1OCC(O)COC(N)=O (stereo unspecified)
(8) C[C@H](CCC(=O)O)[C@H]1CC[C@H]2[C@@H]3[C@@H](O)C[C@@H]4C[C@H](O)CC[C@]4(C)[C@H]3CC[C@]12C
(9) CCOc1ccc(S(=O)(=O)N2CCCCCC2)c2ccccc12
(10) Nc1cc(-c2ccncc2)c[nH]c1=O
(11) Cc1coc2c1C(=O)C(=O)c1c-2ccc2c1CCCC2(C)C
(12) Cc1cc(C)nc(/N=C(\N)Nc2ccc(S(N)(=O)=O)cc2)n1
(13) CC1=NN(c2ccccc2)C(=O)C1
(14) CC(C)Cn1cnc2c1c(=O)n(C)c(=O)n2C
assay / compound,7,8,9,10,11,12,13,14
FLuc inh counter,-8,0,-6,-2,11,-4,-9,-14
FLuc stim CS,1.1,1,1.1,1,0.9,1,1.1,1.1
STAT1 activator,108,103,92,91,117,106,98,102
HMGR II inh,8,-4,-8,0,1,2,-3,0
Hsp70 act,-0.2,-0.3,-0.1,-0.3,0.3,-0.4,0.8,-0.2
APP 5'UTR act,4,7,10,-3,-8,9,7,2
APP transl inh,-4,-7,-10,3,8,-9,-7,-2
G6PDH CS,9,8,0,38,45,13,5,0
Redox H2O2 prof,1.1,-0.3,2.0,0.6,0.5,-0.3,0.1,-0.3
NF-kB expr up,1.2,1.1,0.81,0.93,1.3,0.79,1.2,0.87

An excerpt of these results, as tab-separated lines.
nr	molecule	FLuc inh counter	FLuc stim CS	STAT1 activator	HMGR II inh	Hsp70 act	APP 5'UTR act	APP transl inh	G6PDH CS	Redox H2O2 prof	NF-kB expr up
1	NS(=O)(=O)c1cc2c(cc1C(F)(F)F)NC(Cc1ccccc1)NS2(=O)=O (stereo unspecified)	-8	1.1	97	-1	-0.2	0	0	11	0.5	1.2
2	c1ccc2c(CC3=NCCN3)cccc2c1	-5	1	90	7	-0.3	1	-1	18	0.3	1.5
3	CN1CCC(=C2c3ccccc3CCc3sccc32)CC1	2	1	.	4	0.7	.	.	12	.	.
4	O=C1N(c2ccccc2)c2ccccc2C1(Cc1ccncc1)Cc1ccncc1	-6	1.1	.	6	0.1	.	.	0	.	.
5	C[C@]12CC[C@H]3[C@@H](CCC4=CC(=O)CC[C@@]43C)[C@@H]1CC[C@@H]2C(=O)CO	2	1	98	-2	-0.4	26	-26	23	0.2	0.6
6	CC(=O)[C@H]1CC[C@H]2[C@@H]3C[C@H](C)C4=CC(=O)CC[C@]4(C)[C@H]3[C@@H](O)C[C@]12C	-8	1.1	110	-5	-0.3	40	-40	10	0.7	0.36
7	COc1ccccc1OCC(O)COC(N)=O (stereo unspecified)	-8	1.1	108	8	-0.2	4	-4	9	1.1	1.2
8	C[C@H](CCC(=O)O)[C@H]1CC[C@H]2[C@@H]3[C@@H](O)C[C@@H]4C[C@H](O)CC[C@]4(C)[C@H]3CC[C@]12C	0	1	103	-4	-0.3	7	-7	8	-0.3	1.1
9	CCOc1ccc(S(=O)(=O)N2CCCCCC2)c2ccccc12	-6	1.1	92	-8	-0.1	10	-10	0	2.0	0.81

Compound activity as filed in PubChem BioAssay.
